# A549 viability – Nrf2 qHTS screen for inhibitors: counterscreen for cytotoxicity | Potency, µM (titrated, usually from 46 µM), without a hit: at the highest dose activity change, negative = cytotoxicity, most hits filed as inhibitors | A549 ARE-Fluc cells, CellTiter-Fluor viability, 18-24 h | 390,000 compounds, 0.16% hits; also: potency is read from the fitted curve at half-maximal effect; % is scaled to controls: 0 for no effect and ±100 for the full control effect
#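 A549 ARE_Fluc cells in 5% FBS OPTI-MEM were exposed to compounds in concentration-response for 18-24 h at 37 deg C. Viability was read by CellTiter-Fluor fluorescence (Ex 405/Em 525) after 30 min, before the luciferase read.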
# EPAC2 ag – qHTS for Agonist of cAMP-regulated guanine nucleotide exchange factor 4 (EPAC2): primary screen | Rap guanine nucleotide exchange factor 4 (Homo sapiens), Q8WZA2 | EPAC2 activation, biochemical qHTS; response scale: 100% = 6.5 mM cAMP response | Potency, µM (highest dose often 154 µM), inactives show at the top dose activation, hits mostly activators | 360,000 compounds, 0.079% hits | AID 720711, 2013; also: potency is read from the fitted curve at half-maximal effect; nearly all actives have a fitted effect of over 50% in size
# Target sequence (Q8WZA2 whole entry, looked up): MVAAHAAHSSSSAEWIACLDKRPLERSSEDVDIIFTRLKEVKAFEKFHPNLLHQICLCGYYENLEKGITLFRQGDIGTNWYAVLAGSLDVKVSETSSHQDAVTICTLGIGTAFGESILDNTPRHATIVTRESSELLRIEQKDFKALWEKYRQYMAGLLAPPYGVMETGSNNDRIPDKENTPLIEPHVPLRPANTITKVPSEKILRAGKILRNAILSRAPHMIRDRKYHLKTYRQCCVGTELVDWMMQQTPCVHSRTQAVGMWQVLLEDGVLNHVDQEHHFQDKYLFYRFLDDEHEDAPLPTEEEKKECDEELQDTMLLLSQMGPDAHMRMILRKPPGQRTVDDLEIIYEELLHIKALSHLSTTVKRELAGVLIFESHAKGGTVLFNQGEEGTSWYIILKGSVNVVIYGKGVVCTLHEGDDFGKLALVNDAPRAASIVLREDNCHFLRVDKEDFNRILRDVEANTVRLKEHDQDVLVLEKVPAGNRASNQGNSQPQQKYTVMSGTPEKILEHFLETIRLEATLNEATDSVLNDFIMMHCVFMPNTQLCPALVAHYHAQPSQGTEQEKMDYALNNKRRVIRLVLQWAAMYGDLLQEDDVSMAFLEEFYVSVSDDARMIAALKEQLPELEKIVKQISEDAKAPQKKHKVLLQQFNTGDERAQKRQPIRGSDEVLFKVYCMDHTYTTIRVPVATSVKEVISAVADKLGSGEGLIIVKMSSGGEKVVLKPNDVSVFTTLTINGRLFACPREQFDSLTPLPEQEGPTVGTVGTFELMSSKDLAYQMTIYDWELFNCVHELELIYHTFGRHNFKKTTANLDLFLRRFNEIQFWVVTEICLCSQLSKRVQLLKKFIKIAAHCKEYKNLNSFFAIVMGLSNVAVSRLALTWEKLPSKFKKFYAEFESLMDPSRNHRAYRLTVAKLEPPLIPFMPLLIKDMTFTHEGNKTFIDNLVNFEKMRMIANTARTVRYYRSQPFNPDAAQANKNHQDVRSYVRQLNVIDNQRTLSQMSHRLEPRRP
#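 Fluorescence exchange assay: 100 nM EPAC2 with 250 nM RAP1B-BODIPY-GDP and 50 uM GDP; compounds tested as a concentration-titration series (qHTS). Loss of Rap1-bound BODIPY-GDP fluorescence read at 480/540 nm; data normalized to 6.5 mM cAMP.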
# pAkt inh – HTS Assay for Inhibitors of Akt Phophorylation: Primary Screen; Neuro2A IGF-stimulated pAkt S473 HTRF, 20 min; active compounds read low; activity change, % for hits at 50 µM; 360,000 compounds, 0.32% hits; in the data active = activity change below about -80%; inconclusive = mostly about -51% to -80%; also: % is scaled to controls: 0 for no effect and ±100 for the full control effect
#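 Neuro2A cells (4,500/well, DMEM with 0.5% FBS) were treated with compound at a single 50 µM final concentration, stimulated with 6 nM IGF for 20 min at 37 °C, and lysed. Phospho-Akt Ser473 was read by HTRF as 665/615 ratio ×10^4.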
# Nrf2 inh – Nrf2 qHTS screen for inhibitors. A549 ARE-Fluc reporter, luciferase luminescence, 18-24 h. Potency, µM (highest dose often 46 µM), without a hit: at the highest dose activity change, negative = inhibition, usual class: inhibitors. 360,000 compounds, 2.1% hits; also: potency is read from the fitted curve at half-maximal effect; % is scaled to controls: 0 for no effect and ±100 for the full control effect; nearly all actives have a fitted effect of over 60% in size
#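 A549 ARE_Fluc cells, 5000/well, 5% FBS OPTI-MEM; compounds in dose-response, 18-24 h at 37 °C/5% CO2; CellTiter-Fluor viability read (Ex 405/Em 525), then BugLite luciferase luminescence = Nrf2 activity.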
# EPAC2 antagonist – qHTS for Antagonist of cAMP-regulated guanine nucleotide exchange factor 2 (EPAC2): primary screen | EPAC2 GEF exchange of Rap1B-BODIPY-GDP, fluorescence | Potency, µM (doses to about 114 µM), for inactives: top-dose activity, negative = inhibition, most hits filed as inhibitors | 360,000 compounds, 0.18% hits | AID 720708, 2013; also: potency is read from the fitted curve at half-maximal effect; % is scaled to controls: 0 for no effect and ±100 for the full control effect; nearly all actives have a fitted effect of over 45% in size; many of its hits are not listed in these tables
# Nrf2 activator – qHTS of Nrf2 Activators | AREc32 ARE-luciferase reporter (MCF7-derived line), luminescence, 24 h | Potency, µM (doses to about 46.1 µM), without a hit: at the top dose activation, actives largely listed as activators | 410,000 compounds, 0.31% hits | AID 624171, 2012; also: potency is read from the fitted curve at half-maximal effect; % of control where 0% means no effect; nearly all actives have a fitted effect of over 65% in size
#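 Nrf2 activation is followed as ARE-luciferase induction in the AREc32 line after one day of compound treatment; luminescence is read with Steady-Glo.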
# CCT modulator – High-Throughput Screening for Modulators of Cytosolic Chaperonin Activity; purified chaperonin ATPase assay, HTRF ADP detection, 30 min; activity change, % (concentration not given with the values), hits read low; 360,000 compounds, 0.3% hits; in the data active = activity change below about -30%; also: % is scaled to controls: 0 for no effect and ±100 for the full control effect
#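 TRiC at 40 or 20 nM final (batch-dependent) in 30 mM Tris pH 7.4, 100 mM KCl, 5 mM MgCl2, 1 mM DTT, with compound at single 76 uM and 10 uM ATP, 30 min at 37 deg C. ADP detected by HTRF Transcreener, 665/615 ratio.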
# Mm-Cpn inhibitor – Inhibitors of TCP-1 ring complex (TRiC) of Methanococcus maripaludis (MmCpn): qHTS; 330,000 compounds, 0.031% hits; AID 504842, 2011; purified Mm-Cpn ATPase, ADP Transcreener TR-FRET; Chaperonin Mm-Cpn (Methanococcus maripaludis); Potency, µM (highest dose often 76.9 µM), inactives show top-dose activity, negative = inhibition, hits mostly inhibitors; also: potency is read from the fitted curve at half-maximal effect; % is scaled to controls: 0 for no effect and ±100 for the full control effect; nearly all actives have a fitted effect of over 80% in size
#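 ATP (10 uM final) was added to archaeal chaperonin (25 nM final) after 10 min exposure to test compound at 37°C; after 30 min further incubation, ADP was detected by competitive TR-FRET.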
# TGFb inhibitor – qHTS for Inhibitors of TGF-b; HepG2 CAGA-GFP TGF-b/SMAD3 reporter, GFP fluorescence, 18 h; TGF-beta stimulated, 500 pg/mL final; AID 588855, 2011; 410,000 compounds, 1.2% hits; Potency, µM (highest dose often 46.1 µM), without a hit: top-dose activity, negative = inhibition, actives largely listed as inhibitors; also: potency is read from the fitted curve at half-maximal effect; % is scaled to controls: 0 for no effect and ±100 for the full control effect; nearly all actives have a fitted effect of over 65% in size
#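 HEPG2 CAGA-GFP reporter cells (1000/well, DMEM with 1% FBS) received compounds, then recombinant TGF-beta at 500 pg/mL final for 18 hours at 37 degrees C. Per-cell GFP summed per well was normalised to unstimulated and stimulated DMSO controls before curve fitting.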
# Numbers without * were called inactive; i = inactive; ? = inconclusive; nt = no result given; [ ] = remark or other dose. Unless noted, calls follow the shape of the dose curve; as a rule, active = well fitted curve in the direction sought with a large enough effect; inconclusive = small, poorly fitted or top-dose-only effect, or another doubt; inactive = no such curve, though single readings can be large; an effect the other way counts as inactive or inconclusive. The list is partial (hit frequency here may not be typical).
SMILES,A549 viability,EPAC2 ag,pAkt inh,Nrf2 inh,EPAC2 antagonist,Nrf2 activator,CCT modulator,Mm-Cpn inhibitor,TGFb inhibitor
O=C(CNC(=O)c1ccc(N2CCCC2=O)cc1)Nc1ccc(F)c(F)c1F,3.4%,8.2%,i,18.0%,-2.8%,1.6%,-2.1,-14.2%,-25.9%
O=C(COc1ccccc1Cl)Nc1ccc(S(=O)(=O)N2CCOCC2)cc1,12.2%,16.9%,i,-6.7%,-11.2%,-0.6%,-1.5,0.2%,26.5%
Cc1ccc(S(=O)(=O)N(C)CC(=O)Nc2ccc(C)cn2)cc1,-3.8%,8.9%,i,23.4%,-1.3%,-0.2%,-4.0,-2.2%,-5.9%
COC(=O)c1ccc(CSc2nc3ccccc3c(=O)n2-c2ccc(OC)c(OC)c2)o1,0.7%,16.8%,i,-7.2%,-3.7%,2.9%,2.5,0.0%,-15.5%
c1ccc(-c2csc3ncnc(-n4cnc5ccccc54)c23)cc1,7.2%,-3.6%,i,nt,-2.7%,-0.6%,-11.6,0.2%,2.8%
COc1cccc(NC2=NCCCCC2)c1,0.9%,4.4%,i,2.1%,16.8%,0.0%,0.1,-0.8%,2.5%
CCC(C)NC(=O)CNC(=S)N(Cc1ccc(F)cc1)C1CCCCC1 (configuration not stated),-9.5%,4.4%,i,-11.5%,4.0%,-0.1%,-0.6,0.5%,1.1%
O=C(NCCCn1ccnc1)Nc1ccc(Cl)c(Cl)c1,-0.3%,4.4%,nt,5.6%,6.5%,0.1%,1.1,-0.6%,-10.3%
CCC(C)(C)n1nnnc1C(c1ccc2ncccc2c1)N1CCCC(C)C1 (configuration not stated),-10.8%,-9.4%,i,5.4%,2.3%,-0.4%,-1.5,-2.2%,-0.5%
O=C(Cc1cccc(NC(=O)C2CCN(C(=O)C3CCC3)CC2)c1)Nc1cccc(C(=O)N2CCOCC2)c1,0.5%,6.2%,i,2.4%,-8.5%,-1.4%,-0.2,nt,-2.9%
C[C@H](CO)N1C[C@H](C)[C@@H](CN(C)C(=O)CN2CCOCC2)Oc2ncc(-c3cncnc3)cc2C1=O,nt,11.5%,i,nt,-3.2%,0.2%,-2.2,nt,?
COCCNS(=O)(=O)c1ccc2c(c1)Cc1cc(S(=O)(=O)NCCOC)ccc1-2,3.1%,0.6%,i,15.0%,8.9%,-0.2%,-1.0,-8.5%,1.5%
O=C(CSc1cn(CCNC(=O)c2ccc3ccccc3c2)c2ccccc12)NCc1ccco1,-26.6%,7.2%,i,23.1µM*,-1.6%,6.4%,-0.8,-4.8%,?
CC(C)NC(=O)CC(=O)N/N=C/c1ccccc1F,-3.5%,-1.2%[15.6 µM],nt,11.6%,-9.0%,2.9%,-2.3,2.7%,8.1%
C=CCN1CCN(C(=O)CSc2ccccc2)CC1,9.0%,0.5%,i,?,0.3%,3.4%,-0.5,-4.9%,10.5%
COc1ccc2cc(C(=O)NCc3ccccc3)[nH]c2c1,12.1%,12.5%,i,?,-3.2%,-0.8%,-0.8,-0.6%,0.4%
COc1ccc(CC2(CO)CCN(Cc3cnn(-c4ccc(F)cc4)c3)CC2)cc1,-1.1%,10.3%,i,-8.6%,8.6%,4.2%,-0.5,-4.2%,-18.9%
O=C(NCCc1ccccc1)c1ccc(CSc2nc3ccncc3n2Cc2ccccc2)cc1,-15.4%,nt,nt,?,nt,6.2%,nt,nt,?
CC1CCCN(C(=O)CSc2nc3ncccc3[nH]2)C1 (configuration not stated),0.2%,4.2%,i,-0.4%,-0.5%,2.7%,1.7,-5.9%,22.2%
Cc1ccc(S(=O)(=O)N2CCOCC2)cc1NC(=O)COC(=O)c1cncc(Br)c1,-1.5%,7.5%,i,-15.9%,8.2%,0.5%,0.0,-8.9%,-13.8%
O=C(O)C1Cc2ccccc2CN1C(=O)c1ccccc1Cl (configuration not stated),-12.5%,0.9%,i,6.7%,4.5%,-0.9%,-1.4,nt,-9.5%
COc1cc(-c2noc(-c3ccco3)n2)cc(OC)c1OC,1.8%,-9.0%,i,-16.2%,7.0%,?,-1.6,0.9%,3.3%
Cc1ccc(C(=O)CSc2nnc(N)s2)c(C)c1,-9.9%,4.8%,i,20.1%,2.6%,-0.2%,-1.9,0.5%,3.6%
CCC1Oc2ccc(C)cc2N(CC(=O)NCC2CCCO2)C1=O (configuration not stated),0.4%,-11.0%,i,-1.9%,2.5%,0.4%,-1.0,-0.8%,-4.7%
Cc1cccc(NC(=S)N2CCC(N(C)CC3CCCO3)CC2)c1C (configuration not stated),?,10.2%,i,-16.2%,-9.5%,-0.6%,-0.8,0.9%,3.5%

# Copied from the list.
# In EPAC2 antagonist, `COc1cccc(NC2=NCCCCC2)c1` is entered as 16.8%
# In Mm-Cpn inhibitor, `Cc1ccc(S(=O)(=O)N(C)CC(=O)Nc2ccc(C)cn2)cc1` is entered as -2.2%
# In TGFb inhibitor, `O=C(NCCCn1ccnc1)Nc1ccc(Cl)c(Cl)c1` is entered as -10.3%
# In CCT modulator, `CC1CCCN(C(=O)CSc2nc3ncccc3[nH]2)C1` (configuration not stated) is entered as 1.7
# In Nrf2 inh, `O=C(O)C1Cc2ccccc2CN1C(=O)c1ccccc1Cl` (configuration not stated) is entered as 6.7%

# (cont.)
SMILES,A549 viability,EPAC2 ag,pAkt inh,Nrf2 inh,EPAC2 antagonist,Nrf2 activator,CCT modulator,Mm-Cpn inhibitor,TGFb inhibitor
O=C1C(C=NCc2ccncc2)=C(O)c2ccccc21,-2.2%,3.4%,i,-1.7%,-1.0%,4.1%,-2.6,-1.3%,10.4%
CCC(C)NC(=O)C1CCN(CCCc2ccccc2)CC1 (configuration not stated),-2.4%,4.4%,i,3.5%,1.3%,0.3%,0.7,-0.6%,4.3%
COc1ccccc1OCCC(=O)OCC(=O)NCc1ccc(F)cc1,-1.1%,3.2%,i,1.7%,-2.5%,0.1%,-1.6,-0.6%,0.0%
COc1ccc(C(=O)N2CCN(C(=O)c3ccco3)CC2)cc1,13.2%,-0.1%,i,8.6%,-11.4%,0.1%,-4.6,0.0%,20.5%
COc1ccc(OC)c(CN2CCN(C(=O)CNC(=O)c3ccc(C(C)(C)C)cc3)CC2)c1,-6.4%,4.7%,i,15.4%,-22.9%,-0.6%,-1.7,1.9%,?
COc1ccccc1-n1cnc2cc(NS(=O)(=O)c3ccc(Br)cc3)ccc21,-3.0%,13.7%,i,?,-4.2%[57.1 µM],-0.2%,0.8,0.5%,-5.1%
COc1ccc(CCNC(=O)C(=O)NCC2OCCN2S(=O)(=O)c2ccccc2)cc1OC (configuration not stated),12.5%,8.7%,i,-1.1%,7.7%,0.4%,-3.3,2.2%,-10.5%
COc1ccc(/C=C/C(=O)c2ccccc2)cc1COc1ccccc1F,-3.3%,16.9%,i,-4.7%,5.3%,?,-1.3,0.0%,19.8%
COc1ccc(S(=O)(=O)N2CCC(C(=O)N3CCc4ccccc4C3)CC2)cc1Cl,12.6%,0.0%,i,?,2.5%,4.4%,0.6,-1.1%,?
CC1CCN(C(=O)CN2C(=O)c3ccccc3S2(=O)=O)CC1,-9.6%,-2.4%,i,?,8.2%,-1.4%,-0.4,0.3%,0.0%
N#Cc1ccc(OCCN2C(=O)NC3(CCSC3)C2=O)cc1 (configuration not stated),-7.1%,4.2%,i,-8.0%,-3.1%,0.4%,-0.2,3.5%,-7.8%
CCNC(=S)Nc1ccc(N2CCCCC2)cc1,5.3%,3.7%,i,?,4.4%,0.1%,-2.9,-1.4%,-3.8%
COc1ccc(NC(=S)N(CCC(C)C)C(C)c2ccncc2)cc1 (configuration not stated),1.3%,2.9%,i,0.2%,-6.4%,0.0%,1.4,?,-7.2%
CCOC(=O)C1(C)NC(c2ccccc2F)C2C(=O)N(CC)C(=O)C21 (configuration not stated),0.2%,-2.9%,i,3.6%,-0.4%,-0.2%,-1.4,2.5%,9.3%
CCOC(=O)c1cccc(C2=CC(=O)CC(C)(C)C2)c1,1.5%,4.3%,i,-22.3%,-15.0%,-1.0%,-0.5,0.7%,12.9%
O=C(Cn1c(=O)oc2cc(S(=O)(=O)N3CCCC3)ccc21)NC1CCCCC1,3.6%,7.8%,i,-12.7%,-18.3%,-0.4%,0.6,1.6%,-5.4%
CN1CC[C@]23c4ccccc4N[C@H]1[C@]21CCN(C)[C@H]3Nc2ccccc21,-0.2%,-0.6%,i,14.1%,12.6%,-1.2%,-1.2,1.1%,-11.3%
COc1cc(C(c2c(O)nc(SC)[nH]c2=O)c2c(O)nc(SC)[nH]c2=O)cc(OC)c1OC,-9.5%,-1.2%,i,3.5%,-4.1%,-0.4%,-0.7,0.8%,4.8%
CN(C)c1ccc(/C=N/NC(=O)C[n+]2ccccc2)cc1,1.7%,3.1%,i,-10.5%,0.7%,-1.1%,-0.7,nt,9.2%

# Already shown: an excerpt of the list.
SMILES,A549 viability,EPAC2 ag,pAkt inh,Nrf2 inh,EPAC2 antagonist,Nrf2 activator,CCT modulator,Mm-Cpn inhibitor,TGFb inhibitor
O=C1C(C=NCc2ccncc2)=C(O)c2ccccc21,-2.2%,3.4%,i,-1.7%,-1.0%,4.1%,-2.6,-1.3%,10.4%
CCC(C)NC(=O)C1CCN(CCCc2ccccc2)CC1 (configuration not stated),-2.4%,4.4%,i,3.5%,1.3%,0.3%,0.7,-0.6%,4.3%

# High-throughput results from PubChem.
